H9c2 protect: cardioprotection against H2O2-induced cell death, primary screen, uHTS, H9c2 cells, ATPLite luminescence. H9c2 cardiomyocytes, H2O2 injury protection, 2 h. protection from H2O2 cell death, % at 20 µM. 360,000 tested, 0.63% active;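 active = compounds giving at least 50% protection of heart cells from peroxide-induced death in the single-dose screen, raw or plate-pattern-corrected value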;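 note: 0% = DMSO wells with peroxide and 100% = DMSO wells without peroxide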
PDI turbidity: inhibitors of human PDI, primary screen, biochemical, turbidity, single point, plate reader. PDI insulin aggregation turbidity, A650, 90 min. inhibition, % at 10 µM. 350,000 tested, 0.052% active. AID 588391, 2011;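 active = mean inhibition across replicates of 30% or more, whatever share of single replicates reach that level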;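 note: absorbance from insulin aggregation driven by PDI reduction with DTT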
Target sequence (P07237 whole entry, looked up): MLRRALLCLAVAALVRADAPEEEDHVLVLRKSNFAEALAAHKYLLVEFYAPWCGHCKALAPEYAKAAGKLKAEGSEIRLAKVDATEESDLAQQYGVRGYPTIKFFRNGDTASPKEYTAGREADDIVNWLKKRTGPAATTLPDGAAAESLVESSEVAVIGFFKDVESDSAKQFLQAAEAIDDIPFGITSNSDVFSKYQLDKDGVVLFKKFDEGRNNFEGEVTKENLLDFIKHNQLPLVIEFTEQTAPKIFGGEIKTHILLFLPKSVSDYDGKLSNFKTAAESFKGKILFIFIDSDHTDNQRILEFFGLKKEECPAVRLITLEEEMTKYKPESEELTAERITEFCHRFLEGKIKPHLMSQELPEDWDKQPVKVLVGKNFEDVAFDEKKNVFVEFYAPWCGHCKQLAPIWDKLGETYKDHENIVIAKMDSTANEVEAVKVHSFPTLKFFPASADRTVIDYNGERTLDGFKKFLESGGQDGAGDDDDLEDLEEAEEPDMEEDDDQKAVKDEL
Peg3 prom inh: Peg3 promoter-driven luciferase inhibitors, primary screen, cell-based, HeLa, luciferase luminescence; HeLa PEG-Prom luciferase reporter, overnight; inhibition, % at 20 µM; 360,000 tested, 1.7% active;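 active = inhibition of at least 50% at 20 µM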
m5-HT2A agonist: mouse Htr2a agonists via beta-arrestin recruitment, primary screen, cell-based, luminescence; 5-hydroxytryptamine receptor 2A (Mus musculus), P35363; CHO-K1 mHTR2A beta-arrestin complementation; percent of 30 µM serotonin response; activation, % at 7.6 µM; 360,000 tested, 0.66% active; AID 624169, 2012;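 active = activation above a run cutoff, the mean activation of all tested compounds plus 3 SD, cut at about 14% in these data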;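 note: 0% = plate median of compound wells and 100% = 30 µM serotonin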
Shn3 inh set2: reduction of Shn3 3'UTR firefly luciferase signal, primary screen, Schnurri-3 inhibitor project, cell-based, Clone20 osteoblasts, set 2 | Clone20 osteoblast Shn3 3'UTR firefly luciferase, 24 h | inhibition, % at 12.5 µM | 360,000 tested, 0.52% active | AID 588674, 2011;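 active = mean inhibition of at least 75% with every replicate also reaching 75%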;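 note: 0% = median of neutral control wells and 100% = pilot-screen positive control compound; some compounds past the cut are filed as inactive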
NR2E3 ag-1: NR2E3 agonists in two-hybrid cells, primary screen, cell-based, luminescence, CHO-S, Gal4-NCOR/VP16-NR2E3. luciferase. 360,000 tested, 0.35% active. AID 602229, 2012. inhibition of corepressor binding, % at 3.98 µM;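 active = inhibition above the mean of all tested compounds plus 3 SD, cut at about 70% in these data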;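 note: 0% = DMSO with NR2E3 transfected cells and 100% = cells lacking NR2E3 construct; higher means lower luciferase signal from less NR2E3 corepressor binding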
Target sequence (Q9Y5X4 whole entry, looked up, the tested form may be a part): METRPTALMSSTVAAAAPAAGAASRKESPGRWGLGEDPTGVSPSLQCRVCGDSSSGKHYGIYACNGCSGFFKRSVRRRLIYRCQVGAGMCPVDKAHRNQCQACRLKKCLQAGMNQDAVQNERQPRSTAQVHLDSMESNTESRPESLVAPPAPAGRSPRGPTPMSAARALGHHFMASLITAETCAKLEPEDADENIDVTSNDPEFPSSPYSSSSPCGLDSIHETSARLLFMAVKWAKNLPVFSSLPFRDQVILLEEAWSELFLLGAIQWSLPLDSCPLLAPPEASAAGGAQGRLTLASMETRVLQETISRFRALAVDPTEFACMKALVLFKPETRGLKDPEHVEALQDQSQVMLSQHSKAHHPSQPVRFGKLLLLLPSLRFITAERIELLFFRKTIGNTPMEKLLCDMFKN
HIF-2a block: HIF-2a reporter inhibitors, primary screen, luminescence, 786-0 RCC cells. 786-0 RCC cells HIF-2a reporter, luciferase luminescence, overnight. inhibition, % at 18.8 µM. 360,000 tested, 0.72% active;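 active = inhibition of the luminescence signal of 40% or more relative to plate controls, in a single-dose primary screen at 18.75 µM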
MITF TRPM1 inh: inhibitors of MITF-dependent TRPM1 promoter reporter, primary screen, cell-based, SK-MEL-5, single point, luciferase; SK-MEL-5 TRPM1 promoter luciferase, 24 h; inhibition, % at 12.5 µM; 330,000 tested, 0.83% active;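 active = mean inhibition across replicates of 60% or more, whatever share of single replicates reaches that level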; note: values of inactives mirror those of a sister screen read the other way
hiPSC survival: enhancers of single-cell hiPSC survival, primary screen, ATPlite luminescence. 100% = ROCK inhibitor wells, 0% = DMSO. survival enhancement, % at 20 µM. 360,000 tested, 0.044% active; in the data active = survival enhancement above about 18%;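 note: cells exposed to compounds for 16 hours before the ATP read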
CaV13 ICDI inh: Disruptors of the CACNA1D IQ motif to Ca2+-dependent inactivation inhibitor domain association, primary screening, Förster resonance energy transfer in intact living …; HEK cells, CFP/YFP FRET ICDI-IQ, plate reader, 10 min; percent FRET-ratio fall versus neutral wells; inhibition, % at 12.3 µM; 340,000 tested, 0.098% active; AID 743397;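 active = mean replicate inhibition of at least 30% and at least 1% of replicates passing that level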;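 note: 0% = median of the neutral control wells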
NR2E3 ag-2: inhibitors of NR2E3-RetCOR corepressor binding, primary screen, NR2E3 agonist project, biochemical, TR-FRET, GST-NR2E3, biotin-RetCOR; Photoreceptor-specific nuclear receptor (Homo sapiens), Q9Y5X4; 1536-well; inhibition of corepressor binding, % at 4.78 µM; AID 2300, 2010; 320,000 tested, 0.12% active;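 active = percent inhibition above the cutoff of mean plus 3 SD of all tested compounds, set per screening campaign, cut at about 20% in these data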;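 note: 0% = DMSO wells and 100% = biotin wells as full block of FRET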
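system = GST-tagged NR2E3 plus biotinylated RetCOR corepressor | input = 1.35 nM GST-NR2E3 | also added = 7 nM biotin-RetCOR | schedule = 5 h incubation at 4 °C | measured by = TR-FRET with europium anti-GST and streptavidin-D2, 340 nm excitation | read-out = percent loss of FRET ratio relative to control wells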
* hit, by the source's call; nt = not tested or not shown.

Structure	H9c2 protect	PDI turbidity	Peg3 prom inh	m5-HT2A agonist	Shn3 inh set2	NR2E3 ag-1	HIF-2a block	MITF TRPM1 inh	hiPSC survival	CaV13 ICDI inh	NR2E3 ag-2
COc1cc(SC)ccc1C(=O)NNC(=O)C1COc2ccccc2O1 (stereo not drawn)	8	3	-37	5	5	6	-34	-8	1.8	-6	nt
O=C(NCCCN1CCOCC1)C(=O)NCC1OCCN1S(=O)(=O)c1ccc(Br)cc1 (stereo not drawn)	4	-7	19	-2	0	11	14	12	-0.4	-6	-3
Cc1cc(C)nc(SC2CC(=O)N(c3ccc(C)c(C)c3)C2=O)n1 (stereo not drawn)	2	1	28	4	3	2	16	10	4.2	-28	3
O=C(CN1CCC(NC(=O)Cc2ccccc2)CC1)Nc1cccc2ccccc12	0	6	5	5	21	11	-5	3	8.6	-9	1
N#CC(C#N)=Cc1cc2ccccc2nc1N1CCCCC1	-1	-2	24	-1	10	17	7	0	-3.3	-3	0
O=C(Oc1cccnc1)c1ccc([N+](=O)[O-])cc1	1	2	7	-2	-2	-1	24	0	-3.2	-3	2
CCOC(=O)N1CCN(S(=O)(=O)c2ccc(C(=O)N(CCCN(C)C)c3nc4c(C)c(C)ccc4s3)cc2)CC1	-4	5	-41	-11	-1	6	-6	-15	-0.4	-7	-1
O=C(NCc1cccc(Br)c1)C1CC2Cn3c(nc4ccccc43)C2N1Cc1ccccc1 (stereo not drawn)	1	4	-5	-3	-5	17	7	3	-2.0	-5	0
COc1ccc(/C=C(\NC(=O)c2ccccc2)C(=O)N2CCN(C)CC2)cc1OC	1	-9	6	-4	-7	-10	12	-8	-0.5	-7	-4
Cn1nc(C(=O)NNC(=O)c2cccc(Cl)c2)c2ccccc2c1=O	5	-5	-25	3	23	-43	-26	19	0.5	-14	nt
COc1ccc(F)cc1-c1cc(C(=O)NCc2ccc(F)cc2)[nH]n1	2	-3	-7	-9	-31	2	13	nt	-1.9	-2	nt
CCOc1ccc(NC(=O)C2CCN(S(=O)(=O)c3ccc4c(c3)C(C)(C)C(=O)N4C)CC2)cc1	-5	6	6	0	-1	0	16	nt	0.8	-6	6
Cc1noc(C)c1C(=O)Nc1ccc2c(c1)CCC2	-3	1	-28	-1	-47	-31	-57	-13	-0.2	-9	-2
CCNC(=O)C1(C)CCCN1Cc1c(F)cccc1F (stereo not drawn)	1	4	1	3	18	-3	1	nt	-1.7	-6	nt
COc1ccccc1CNc1ccccc1F	-7	5	-4	-1	-10	-1	6	-17	2.7	-1	0
COCC(=O)NCCc1nc2ccccc2[nH]1	3	nt	-7	-2	-18	-22	4	nt	-3.1	23	1
CC1(C)O[C@@H]2C[C@H]3[C@@H]4CCC5=CC(=O)CC[C@]5(C)[C@@]4(F)[C@@H](O)C[C@]3(C)[C@]2(C(=O)CCl)O1	3	-1	3	2	32	6	24	-16	1.0	-6	0
CCOC(=O)C1=C(CN2CCN(C(=O)c3ccco3)CC2)NC(=O)NC1c1ccc(F)cc1 (stereo not drawn)	4	-2	9	7	4	-18	5	-2	1.1	-3	2
Cc1c(OC(C)C(=O)NCC(O)c2ccccc2)ccc2c3c(c(=O)oc12)CCC3 (stereo not drawn)	-2	2	2	1	25	-7	-2	-26	0.6	-7	-1
COc1ccc(NC(=S)Nc2ccccn2)c(OC)c1	-5	5	-182	1	-60	-21	-214	-51	-0.8	-5	3

2 of the compounds above, as labelled records.
mol: O=C(NCc1cccc(Br)c1)C1CC2Cn3c(nc4ccccc43)C2N1Cc1ccccc1 (stereo not drawn)
  H9c2 protect: 1; PDI turbidity: 4; Peg3 prom inh: -5; m5-HT2A agonist: -3; Shn3 inh set2: -5; NR2E3 ag-1: 17; HIF-2a block: 7; MITF TRPM1 inh: 3; hiPSC survival: -2.0; CaV13 ICDI inh: -5; NR2E3 ag-2: 0
mol: Cc1cc(C)nc(SC2CC(=O)N(c3ccc(C)c(C)c3)C2=O)n1 (stereo not drawn)
  H9c2 protect: 2; PDI turbidity: 1; Peg3 prom inh: 28; m5-HT2A agonist: 4; Shn3 inh set2: 3; NR2E3 ag-1: 2; HIF-2a block: 16; MITF TRPM1 inh: 10; hiPSC survival: 4.2; CaV13 ICDI inh: -28; NR2E3 ag-2: 3

Following part.
Structure	H9c2 protect	PDI turbidity	Peg3 prom inh	m5-HT2A agonist	Shn3 inh set2	NR2E3 ag-1	HIF-2a block	MITF TRPM1 inh	hiPSC survival	CaV13 ICDI inh	NR2E3 ag-2
CCCCOc1ccc(-n2nc(C)cc2C)nn1	-12	25	-114	-1	-44	-28	-167	-41	-2.7	nt	2
O=c1[nH]nc(-c2ccc(NCCO)c([N+](=O)[O-])c2)c2ccccc12	68*	-3	14	-3	19	-16	22	-8	-0.2	-14	-1
CCOC(=O)c1nn(-c2ccccc2)c(=O)c2c(NC(C)=O)scc12	7	-3	-6	2	0	-9	21	25	0.6	-4	3
Cc1cc(=O)[nH]c(N/N=C/c2c(C)nn(-c3ccccc3)c2C)n1	19	-3	-11	10	-9	21	-9	-1	0.7	-3	-1
Cc1ccccc1-n1c(C)cc(/C=C(\C#N)C(=O)NCC2CCCO2)c1C (stereo not drawn)	-12	1	-181	-6	-38	-41	-174	-58	-1.3	-5	2
Oc1ccc(/C=N/Nc2ccccc2)cc1	-8	-7	-13	0	-10	-21	-5	17	-0.4	5	3
COc1ccc([N+](=O)[O-])cc1NS(=O)(=O)c1cccc(C(=O)NCCCN2CCCC2=O)c1	12	11	11	-1	7	-42	-2	-8	-1.3	-10	nt
Cc1cc(CN(C)C(=O)C2CCC(=O)N(CCc3ccccc3)C2)n[nH]1 (stereo not drawn)	4	0	-3	4	1	-3	17	-8	-0.5	-3	nt
CCOC(=O)Cc1nnc(NC(=O)c2ccccc2OC)s1	-6	15	-25	-6	-30	-6	-27	0	6.7	-5	3
CCCc1cc(=O)oc2cc(OCC(=O)NC(Cc3ccc(Cl)cc3)C(=O)O)ccc12 (stereo not drawn)	6	nt	-3	2	-1	11	-1	-1	3.9	nt	2
COc1ccc(OC)c(NC(=O)CN(C)CC(=O)Nc2ccccc2Cl)c1	-1	-1	13	-5	24	-26	7	-1	-0.6	-6	-5
O=C1NC[C@H](Cc2ccccc2)N(CC2CCN(CCc3ccc(-c4ccccc4)cc3)CC2)C1=O	-17	2	4	-4	-9	-7	-10	-14	-0.6	-3	nt
Cc1nc2scc(-c3ccccc3)c2c(=O)o1	0	8	9	-3	0	-16	8	-4	1.0	nt	0
CC1=C(C(=O)N(C)C)CC(CC(=O)NCCc2ccccn2)C(=O)N1Cc1ccc(F)cc1 (stereo not drawn)	0	-3	-25	-6	-11	-5	-2	nt	1.3	-9	nt
O=C(Nc1cccc(C(=O)Nc2ccccc2F)c1)c1ccccc1	0	-2	3	1	22	-36	-29	-10	-0.8	11	2
CN1CCN(S(=O)(=O)c2ccc3c(c2)oc(=O)n3C)CC1	3	5	1	-2	-6	-26	-7	14	-0.3	-6	1
Cc1scc(-c2n[nH]c(=S)n2Cc2ccccc2)c1C	-2	6	23	0	-19	3	22	-15	2.4	-4	-2
COc1ccc(C(=O)N/C(=C/c2cccnc2)C(=O)N2CCCCCC2)cc1OC	2	-2	-4	-1	5	15	3	0	-0.3	-7	1
Cc1cc(C)cc(Cn2cc(CN3CC(N4CCN(CCN(C)C)CC4)CS3(=O)=O)nn2)c1 (stereo not drawn)	nt	nt	nt	2	nt	-19	11	nt	-1.0	-7	nt
CCOC(=O)C1C(=O)OC(C)(C)C1C(CC)C(=O)c1ccccc1 (stereo not drawn)	3	1	17	-3	-16	-30	-2	1	-0.8	5	-3
CCn1nc(C(=O)NNC(=O)C2CSC3(C)CCC(=O)N23)c2ccccc2c1=O (stereo not drawn)	-7	16	15	0	2	7	4	-7	0.0	-5	-6
COc1cccc(OC)c1NC(=O)C1CCCN1C(=O)Nc1ccccc1Cl (stereo not drawn)	0	-13	-8	-3	-7	-2	5	3	-0.1	-5	nt
CCOC(=O)C1=C(C)NC(=S)N(C(C)=O)C1c1ccc(OC)c(OC)c1 (stereo not drawn)	15	-8	20	-2	1	-10	20	11	0.2	-5	0
CC1(C)Cc2nc(NC3CCCCC3)c(C#N)cc2CO1	-4	-1	6	-1	-10	-1	15	3	0.2	-6	-1
CCCCn1c(N)c(N(CC(C)C)C(=O)c2ccc(-c3ccc(Cl)cc3)o2)c(=O)[nH]c1=O	10	-4	-10	-7	21	22	-6	47	-0.9	-7	3
Cc1cc(C)cc(OC(=O)c2cccnc2)c1	-3	-3	14	5	-19	-21	14	8	0.2	-1	-2
CC1CCCN(S(=O)(=O)c2cccc(C(=O)NCCCN3CCCC3=O)c2)C1 (stereo not drawn)	6	-9	4	-1	13	17	4	nt	4.0	-6	nt
N#Cc1ccc(C(=O)Nc2cc(S(=O)(=O)N3CCOCC3)ccc2N2CCCC2)cc1	6	15	7	-2	-7	-4	9	1	1.4	-2	nt
CC(C)N1CCN(Cc2ccsc2)CC1CCO (stereo not drawn)	-3	-9	3	-1	-14	-20	16	12	-0.9	-6	-1
O=C(COc1ccc(S(=O)(=O)N2CCCC2)cc1Cl)NCc1ccccn1	-5	-5	11	4	0	18	13	11	-0.2	nt	-2
Cc1nnc(SCc2cccc(CSc3nnc(C)s3)c2)s1	-12	15	-108	-3	-38	-47	-160	-48	2.1	-5	3
Cc1cc(NC(=O)CN(C)CC(=O)Nc2ccc(Cl)cc2)no1	-3	-4	13	3	48	16	1	4	0.0	-5	nt
CCC(C)NC(=O)CC(C)C (stereo not drawn)	4	-4	6	6	1	1	14	7	0.3	-7	0
CCOC(=O)Cc1csc(NC(=O)CC(C)(C)C)n1	-9	4	-64	-1	-22	-19	-84	-30	-0.4	-2	0
CCOC(=O)N1CCC(N2CCN(CCC(C)C)C(CCO)C2)CC1 (stereo not drawn)	9	-5	1	-2	17	-6	-1	10	-1.7	-5	5
CCOC(=O)[C@]12CCC=C1N(CCC1=CCCCC1)C(=O)[C@H](CC(=O)NCCc1ccccc1OC)C2	nt	nt	nt	0	nt	-18	-12	nt	-0.8	-8	nt
CCOC(=O)N1CCN(c2c(NCCN3CCCCC3CC)c(=O)c2=O)CC1 (stereo not drawn)	-1	-8	6	6	-13	-9	5	7	0.3	-6	2
O=C(NCc1cc(C(F)(F)F)cc(C(F)(F)F)c1)C1CC(c2ccccc2[N+](=O)[O-])=NO1 (stereo not drawn)	-4	2	11	-1	-9	-8	6	0	-1.4	-9	2
O=C(COc1ccccc1Cl)Nc1ccc(C(=O)N2CCCCC2)cc1	-11	-13	11	2	3	-11	-15	9	-0.6	-19	-1
